Screening data: PubChem, several laboratories
MC4R antag cAMP: human MC4R antagonism in cAMP assay. P32245. MC4R-expressing cells, MTII-stimulated cAMP, LANCE TR-FRET. inhibition, % at 6.5 µM. hit rate 0.48% among 360,000;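 active = inhibition above its plate's cutoff, the mean of tested wells on that plate plus 3 SD, cut at about 29% in these data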;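 also: 0% = Melanotan II alone and 100% = Melanotan II plus saturating MCL0020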
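System – human MC4R-expressing U2OS cells · Also added – Melanotan II · Dosing – one concentration, 6.5 µM nominal · Timing – 30-min compound, 1-h challenge, 1-h detection, room temperature · Measured by – Eu-cAMP/anti-cAMP TR-FRET, emission 671 nm · Replicates – singlicate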
NOD2-RIPK2 inh: NOD2-RIPK2 protein interaction inhibition. inhibition, % at 4.98 µM. hit rate 0.38% among 360,000. CHO BLA complementation NOD2-RIPK2, CCF4 ratio. O43353; in the data active = inhibition above about 21%;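 also: 0% = vehicle only and 100% = reference blocker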
MC4R ag barr: human MC4R agonism via beta-arrestin; P32245; U2OS MC4R beta-arrestin complementation, luminescence; percent of melanotan II response, DMSO zero; activation, % at 8.9 µM; hit rate 0.98% among 360,000; AID 540308;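 active = activation above a per-plate cutoff, the mean activation of sample wells on that plate plus 3 SD, cut at about 8% in these data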
NCOA3 inh: inhibits human SRC3 coactivator; Q9Y6Q9; HEK293 GAL4-SRC3 luciferase reporter, luminescence; inhibition, % at 3.6 µM; hit rate 0.17% among 360,000; AID 588352;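 active = inhibition above a per-campaign cutoff, the mean of all compounds plus 3 SD, cut at about 60% in these data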;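 also: 0% = DMSO-treated cells and 100% = gossypol-treated cells at 36 µM; higher means less SRC3-driven luciferase light from the GAL4 reporter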
ABHD5-PLIN5 inh: ABHD5-PLIN5 protein interaction inhibition | Q00G26+Q8WTS1 | Split G. princeps luciferase complementation, luminescence, 4 h | inhibition, % at 4 µM | hit rate 0.78% among 360,000;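 active = inhibition above the mean inhibition across every tested compound plus 3 SD, cut at about 22% in these data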;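 also: 0% = DMSO only wells and the 100% control is not disclosed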
COUP-TFII inh: blocks human COUP-TFII nuclear receptor. P24468. HEK293T NGFI-A luciferase reporter, luminescence. inhibition, % at 8.6 µM. hit rate 0.7% among 370,000. AID 686940;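 active = inhibition above a per-plate cutoff, mean inhibition of test wells between control levels plus 3 SD, cut at about 38% in these data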;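 also: cells cotransfected with COUP-TFII expression vector driving the NGFI-A reporter; 0% = median of COUP-TF2 test wells and 100% = reporter-only cells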
Target sequence (P24468 whole entry, looked up): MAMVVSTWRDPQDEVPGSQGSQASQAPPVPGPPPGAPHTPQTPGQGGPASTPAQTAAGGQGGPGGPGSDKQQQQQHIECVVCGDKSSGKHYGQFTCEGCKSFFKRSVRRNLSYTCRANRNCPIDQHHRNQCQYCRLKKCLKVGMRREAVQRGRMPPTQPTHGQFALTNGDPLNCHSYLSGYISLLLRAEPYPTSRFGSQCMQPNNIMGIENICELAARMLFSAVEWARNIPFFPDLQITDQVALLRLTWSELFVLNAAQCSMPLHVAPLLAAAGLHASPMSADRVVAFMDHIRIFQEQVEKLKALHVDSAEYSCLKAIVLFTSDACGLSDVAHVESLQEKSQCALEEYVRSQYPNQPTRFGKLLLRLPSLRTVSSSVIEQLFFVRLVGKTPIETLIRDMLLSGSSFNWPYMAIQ
LMP1 NFkB inh: inhibitors of Epstein-Barr LMP1-induced NF-kappaB reporter. hit rate 0.69% among 350,000. LMP1-induced NF-kappaB luciferase reporter cells, luminescence. inhibition, % at 12.5 µM. AID 504558; in the data active = inhibition above about 41%;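 also: 0% = neutral control wells and 100% = reference inhibitor control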
TLR9-MyD88 block: TLR9-MyD88 interaction inhibition | CHO BLA complementation TLR9-MyD88, CCF4 FRET ratio | inhibition, % at 4.98 µM | Q9NR96+Q99836 | hit rate 0.21% among 340,000;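 active = inhibition above the mean over all tested compounds plus 3 SD, cut at about 21% in these data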;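 also: 0% = DMSO only wells and 100% = clavulanate BLA inhibitor control wells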
NR5A2 inv ag: inverse agonists of human LRH-1 (NR5A2); O00482; HEK293T StAR-luciferase reporter, LRH-1 transfected, 24 h; inhibition, % at 3.6 µM; hit rate 0.13% among 360,000; AID 602396;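 active = inhibition above the mean inhibition of all tested compounds plus 3 SD, cut at about 73% in these data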;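 also: 0% = DMSO wells and 100% = reporter-only cells lacking LRH-1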
Target sequence (O00482 whole entry, looked up): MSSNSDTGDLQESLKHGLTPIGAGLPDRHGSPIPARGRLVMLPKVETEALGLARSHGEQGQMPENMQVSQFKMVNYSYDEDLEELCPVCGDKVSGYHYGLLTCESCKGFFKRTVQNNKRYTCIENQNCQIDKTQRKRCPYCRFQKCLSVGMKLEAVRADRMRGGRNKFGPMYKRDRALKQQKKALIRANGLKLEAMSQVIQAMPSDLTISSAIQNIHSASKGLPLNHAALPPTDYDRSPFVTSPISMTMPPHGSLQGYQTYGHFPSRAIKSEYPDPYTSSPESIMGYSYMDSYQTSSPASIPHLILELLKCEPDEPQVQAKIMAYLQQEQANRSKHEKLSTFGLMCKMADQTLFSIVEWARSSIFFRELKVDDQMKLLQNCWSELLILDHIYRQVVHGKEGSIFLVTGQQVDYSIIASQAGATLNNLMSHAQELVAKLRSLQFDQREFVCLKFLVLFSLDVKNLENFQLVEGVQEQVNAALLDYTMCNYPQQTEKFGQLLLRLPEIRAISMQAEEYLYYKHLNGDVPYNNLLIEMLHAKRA
NCOA2 inhibitor: inhibits human steroid receptor coactivator 2. inhibition, % at 9 µM. HEK293 GAL4-SRC2 luciferase reporter, luminescence. hit rate 0.17% among 370,000;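 active = inhibition above the mean inhibition of all tested compounds plus 3 SD, set per campaign, cut at about 52% in these data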;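 also: 0% = DMSO treated cells and 100% = cells given Gossypol at 36 µM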
NCOA1 inh: inhibits human SRC1 coactivator | Q15788 | HEK293 GAL4-SRC1 luciferase reporter, luminescence | inhibition, % at 3.6 µM | hit rate 0.12% among 360,000;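 active = inhibition above the campaign mean plus 3 SD, with each screening campaign given its own cutoff, cut at about 60% in these data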;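 also: 0% = DMSO treated cells and 100% = gossypol at 36 µM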
* marks the source's active call; other numbers are inactive results; nt = not tested or not shown.

SMILES	MC4R antag cAMP	NOD2-RIPK2 inh	MC4R ag barr	NCOA3 inh	ABHD5-PLIN5 inh	COUP-TFII inh	LMP1 NFkB inh	TLR9-MyD88 block	NR5A2 inv ag	NCOA2 inhibitor	NCOA1 inh
Cc1onc(-c2c(Cl)cccc2Cl)c1C(=O)Nc1ccc2c(c1)OCO2	17	-9	-1.6	3	-9	8	-10	11	26	14	11
Cc1nc(N2CCOCC2)nc2c1CCCC2	0	-6	-2.5	-13	11	5	-3	2	2	-18	-8
CS(=O)(=O)Nc1ccc(C(=O)NC2CCCCC2)cc1	-2	6	-0.7	6	3	-6	4	-5	-2	6	-24
CC1(C)CC(=O)C2=C(C1)N=c1s/c(=C/c3ccc(F)c(F)c3)c(=O)n1C2c1ccc(F)cc1 (configuration not stated)	5	-3	-1.6	7	-2	0	-16	9	9	-10	-5
COc1ccc(NC(=O)Nc2ccc(OCC(=O)N3CCOCC3)cc2)cc1OC	10	-3	-1.6	15	0	-2	-2	6	-26	5	-15
Cc1nc(-c2cccc(Br)c2)ccc1C(=O)O	13	3	-0.1	1	-2	9	-10	1	6	-16	13
O=C(O)c1ccc(CNC(=O)c2ccccc2NC(=O)c2cccc([N+](=O)[O-])c2)cc1	-10	-10	2.6	-4	9	5	-6	-1	5	-12	10
CC1(C)CC(NC(=O)c2ccc(Br)o2)CC(C)(C)N1	-3	-4	-2.6	3	5	11	1	-10	-6	-44	-57
CC(C)(C)NC(=O)Cn1c(=O)c(=O)n(Cc2ccccc2)c2ccc(Cl)cc21	7	1	-4.1	13	1	-10	-2	-7	26	3	2
Cc1cccc(C)c1-n1nnnc1C1(C)CCC(=O)N1c1ccc(N2CCOCC2)cc1 (configuration not stated)	nt	-6	nt	nt	3	3	nt	nt	-5	-9	nt
O=C(O)Cc1ccc(Oc2ncc(C(F)(F)F)cc2Cl)cc1	14	-1	-3.0	15	3	11	0	5	-6	4	-5
CC(=O)n1cc([C@@H]2C=C(C(=O)N3CCN(C)CC3)O[C@H](OCc3ccc(CO)cc3)C2)c2ccccc21	6	-17	0.1	13	16	11	-13	-4	8	-2	-23
Cc1ccccc1NC(=O)Cc1nnc(SCC(=O)Nc2ccccc2)n1C	-1	-1	-1.0	10	-2	-26	1	3	-6	-6	11
COc1ccccc1OCCCCn1c(C(C)O)nc2ccccc21 (configuration not stated)	-2	9	-1.0	10	-1	11	3	-3	6	19	12
Cc1ccc(C(=O)N/N=C/c2c(O)ccc3ccccc23)cn1	-1	-2	-0.4	74*	14	-10	65*	5	87*	48	68*
c1ccc(C[C@H]2CN=C(Nc3ccccc3)N2CC2CCCCCC2)cc1	-1	1	-1.5	2	5	1	5	13	5	-7	-6
COC(=O)/C(=C/c1cccnc1)NC(=O)c1ccccc1	5	-15	-1.6	2	3	0	-12	-4	-1	6	-21
COc1ccc(NC(=O)C2CCC(=O)N2C(=O)OCc2ccccc2)cc1 (configuration not stated)	3	-5	-3.5	7	6	-1	7	6	3	-26	13
Cc1ccc(-n2ncc3c(=O)[nH]cnc32)c(C)c1	3	4	-0.4	8	7	-16	-1	3	-2	-5	-29
Cc1ccc2nc(/C(C#N)=N/O)[nH]c2c1	6	-2	-1.2	5	-2	1	-3	-2	3	-22	-12
CCOC(=O)c1nn(-c2cccc(Cl)c2)c2nc(Nc3ccccc3)cc(=O)n12	-2	-5	1.2	2	1	0	-9	-8	4	-17	5
CCCCc1nc2ccc(S(=O)(=O)O)cc2[nH]1	4	-3	0.3	-11	-4	-12	-6	-1	0	-17	-11
O=C(OCc1cccnc1)C1=Cc2ccccc2OC1	0	4	-1.8	-14	-5	-23	-7	-2	-5	-16	-42
CC(C)NC(=O)c1onc(CSc2ccc(F)cc2)c1C(=O)NC(C)C	2	5	1.9	0	-3	-2	-1	3	20	2	-28
CC(=O)c1c(C)n(C)c2ccc(OC(=O)c3ccco3)cc12	2	0	-2.1	16	2	8	-4	-1	7	-21	9
O=C(Nc1ccccc1C(=O)O)c1ccc(N2C(=O)C3CC=CCC3C2=O)cc1 (configuration not stated)	-9	-6	-0.6	2	3	2	6	-2	15	8	4
CC1CCCN(CCCOc2ccccc2-c2ccccc2)C1 (configuration not stated)	17	-10	0.0	18	10	-1	4	-5	-15	0	4
CC(C)C(c1nnnn1C1CCCC1)N1CCCCC1 (configuration not stated)	4	10	2.0	8	-5	3	-6	7	-4	-18	11
COc1ccccc1-n1c(SCC(=O)Nc2ccccc2C)nc(O)cc1=O	6	-5	-1.6	11	3	4	4	0	13	12	1
CCOc1ccc(C(=O)Nn2cnnc2)cc1OCC	11	-21	-0.8	7	2	-5	3	-3	-3	7	-49
C/C(=N\NS(=O)(=O)c1ccc([N+](=O)[O-])cc1)c1ccc(NC(=O)c2ccco2)cc1	8	1	-0.4	-72	-1	-43	-4	5	-160	-46	-120
CCN(CC)S(=O)(=O)c1ccc(Br)c(OC)c1	11	-2	-2.7	5	-5	-2	2	2	-9	7	-17
O=C(CSc1n[nH]c(-c2ccccn2)n1)Nc1ccc(Cl)cc1	12	-5	1.5	21	-8	-9	33	-10	48	6	11
CCn1c(SCC(=O)Nc2ccccc2C)nc2nc3c(cc2c1=O)COC(C)(C)C3	3	14	1.8	14	0	13	0	2	40	-1	-11
Cc1cnc(NC(=O)C2CCCO2)s1 (configuration not stated)	0	-8	1.1	-31	-5	-1	-4	8	-24	-7	-11
CCOc1ccc(NC(=O)NC2CCCc3ccccc32)cc1 (configuration not stated)	-3	-4	-2.0	2	-5	-4	-5	1	-2	-17	-39
COc1cc(C(=O)N2CCC(O)(c3ccccc3)CC2)cc(OC)c1OC	5	6	-0.6	-4	-4	-5	-16	1	-6	9	-20
COc1ccc(C(CNC(=O)Cc2ccccc2Cl)N2CCCCC2)cc1 (configuration not stated)	5	-1	-0.9	14	1	0	-9	-10	-12	-13	2
Sc1nnc(-c2ccc(Cl)cc2)n1Cc1ccccc1	-2	2	-1.4	-2	-14	25	3	-3	-6	3	-6
O=C(O)C(F)=C1c2ccccc2-c2ccccc21	-1	-12	-0.1	13	-6	-1	nt	nt	7	-9	8

Single entries from the results shown:
`CC(=O)c1c(C)n(C)c2ccc(OC(=O)c3ccco3)cc12` in LMP1 NFkB inh reads -4
`CCOc1ccc(NC(=O)NC2CCCc3ccccc32)cc1` (configuration not stated) in NCOA2 inhibitor reads -17

Other structures follow.
SMILES	MC4R antag cAMP	NOD2-RIPK2 inh	MC4R ag barr	NCOA3 inh	ABHD5-PLIN5 inh	COUP-TFII inh	LMP1 NFkB inh	TLR9-MyD88 block	NR5A2 inv ag	NCOA2 inhibitor	NCOA1 inh
CS(=O)(=O)Nc1ccc(C(=O)CSc2nnc(C3CC3)n2C2CC2)cc1	2	-9	-1.8	8	4	-11	6	7	0	6	-5
COc1ccccc1OCC(=O)Nc1cc2c(cc1C(=O)O)OCCCO2	10	3	-1.4	12	0	13	3	-3	12	3	7
Cc1cccc(N(CC(=O)NC(C)(C)C)C(=O)CNC(=O)c2cccs2)c1	7	-7	1.3	10	-4	-30	-7	-13	3	11	8
CC(C)Cn1c(N)c(C(=O)COC(=O)c2c(O)c(Cl)cc(Cl)c2Cl)c(=O)n(C)c1=O	2	-12	0.2	1	4	-29	-6	4	-2	-8	-2
O=C1O/C(=C/C(=O)N2CCOCC2)c2ccccc21	11	-11	-0.9	7	-4	-13	1	-1	5	8	5
Cc1c(Br)cc(C(=O)N2CCCCCC2)c(C)c1C	11	2	-1.2	6	-2	9	0	4	-27	-16	-1
COc1ccc(/C=C(\NC(=O)c2ccc(OC)cc2)C(=O)NC(CCSC)C(=O)O)cc1 (configuration not stated)	-3	-5	-0.9	-9	2	-19	-13	-4	-5	-5	0
O=C(Cn1nnc(-c2ccccc2)n1)NNC(=O)c1ccco1	-2	-5	-1.9	16	-3	31	-4	-16	13	-25	15
CC(C)(O)C#Cc1ccccc1C(=O)NC(CC(N)=O)C(=O)O (configuration not stated)	3	-5	-1.1	-40	1	7	8	-2	9	-10	-6
O=C1CC(C(=O)O)S/C(=N\NC(=O)c2ccccc2)N1 (configuration not stated)	2	-3	-0.1	7	14	-4	-6	-2	14	-27	2
Nc1ccc(C(=O)NNC(=O)C2COc3ccccc3O2)cc1[N+](=O)[O-] (configuration not stated)	7	-3	-3.1	10	13	4	-3	-4	-7	-27	-8
Cc1cccc(NC(=O)COC(=O)c2ccc3nc(C)c(C)nc3c2)c1	-3	-17	2.9	13	5	0	17	-12	8	0	6
C=CCNc1nc(NCCNC(C)=O)c2sc(-c3ccccc3)cc2n1	-4	-5	-2.5	-11	11	-14	nt	nt	-14	11	14
Cc1nc(S(=O)(=O)N2CCN(C3c4ccccc4-c4ccccc43)CC2)cn1C	11	8	5.9	24	2	-22	nt	nt	-22	1	-16
CCC1(CC)Cc2ccccc2-c2nc(NCCO)[nH]c(=O)c21	7	-3	1.5	-10	-4	4	0	-7	-9	14	-18
Cc1ccc2c(c1)[C@@H]1[C@H](CO2)[C@H](c2ccccc2)[C@@]2(C)C(=O)N[C@H](C)C(=O)N12	3	-1	0.3	-5	-7	-9	3	4	-2	-35	11
NC(=O)C1CCN(C(=O)c2cccc3ccccc23)CC1	14	1	-2.1	0	1	1	-11	2	-5	-36	-1
CCN(CC)Cc1ccc(NC(=O)c2sc3cc(Cl)ccc3c2Cl)cc1	-2	16	-0.8	-11	11	17	-13	8	-28	-45	-7
C/C=C/c1ccc(OCCCNCC(C)O)c(OC)c1 (configuration not stated)	0	-5	2.3	-1	0	-5	3	1	-9	-11	6
CNNC(=O)C(=O)NNS(=O)(=O)c1ccccc1	-3	-9	-4.1	4	4	13	3	-13	-3	1	5
CC(C)N(CC#CC(O)(c1ccccc1)c1ccccc1)C(C)C	6	5	-1.6	0	7	13	0	5	-9	3	3
COc1cccc(-c2cc(C(=O)NCCc3ccccc3)no2)c1	5	1	8.2	-7	-6	19	-4	-11	-7	5	-13
Nc1nonc1-c1nc2ccccc2n1Cc1ccc(F)cc1Cl	-2	-3	4.0	-6	-5	-11	-18	-12	0	-28	-136
CCOc1ccc(N2CC(O)Cn3c2nc2c3c(=O)n(CCCc3ccccc3)c(=O)n2C)cc1 (configuration not stated)	-1	-5	-2.0	-11	1	-1	4	1	-11	-14	-12
Cc1ccc(C)c(S(=O)(=O)N2CCN(C(=O)Cn3cnc4c3c(=O)n(C)c(=O)n4C)CC2)c1	-3	-2	2.1	13	4	-13	-3	4	21	-6	-8

Not all compounds are listed; the hit share may differ from the screen's.
